# Pin1 inhibitor – blocks the human prolyl isomerase Pin1. Q13526. Pin1 FP peptide displacement, HiFluor488, 10 min. Potency, µM (titrated, usually from 115 µM), for inactives: top-dose activity, negative = inhibition, hits mostly inhibitors. hit rate 0.009% among 390,000. AID 504891; active = well fitted inhibition curve with a large enough effect in the polarisation, with a control signal flat, not every such curve was filed as active; inconclusive = small, poorly fitted or top-dose-only effect, or effect the other way, or a change in a side signal; inactive = no such curve, though single readings can be large or run the other way; the % refers to the polarisation; note: potency is the fitted concentration of half-maximal effect; % is set by controls: 0 for no effect and ±100 for the full control effect
# Target sequence (Q13526 whole entry, looked up): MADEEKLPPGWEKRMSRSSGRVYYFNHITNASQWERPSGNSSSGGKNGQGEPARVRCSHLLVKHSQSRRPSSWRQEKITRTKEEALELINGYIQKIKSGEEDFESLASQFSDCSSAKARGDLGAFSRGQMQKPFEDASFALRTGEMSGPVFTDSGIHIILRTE
# mIDH1 inhibitor – human IDH1 R132H inhibition. O75874. IDH1-R132H enzyme, NADPH consumption, diaphorase/resazurin fluorescence. Potency, µM (doses to about 76.6 µM), for inactives: at the highest dose activity change, negative = inhibition, hits mostly inhibitors. hit rate 0.093% among 390,000; note: potency is the fitted concentration of half-maximal effect; % is set by controls: 0 for no effect and ±100 for the full control effect; nearly all actives have a fitted effect of over 65% in size
#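 IDH1-R132H (0.5 ug/mL dispensed) in pH 7.5 Tris buffer was preincubated 30 min with compound, then given a substrate mix of 0.016 mM NADPH and 2 mM alpha-KG for 80 min at room temperature; remaining NADPH was read by diaphorase/resazurin fluorescence.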
# D2 antag – antagonists of human D2 dopamine receptor; P14416; HEK293 TREx D2 cells, calcium flux, dopamine EC80; inhibition, % at 10 µM; hit rate 2% among 340,000; AID 485344; in the data active = inhibition above about 30%; note: 0% is about no effect
#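 Cells plated overnight at 30 C with tetracycline; no-wash calcium dye, 30–90 min RT; 10 s baseline; compound pinned; 180 s read; EC80 dopamine added; another 180 s read.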
# D2 agonist – D2 dopamine receptor (human) agonism; P14416; HEK293 T-REx D2 cells, calcium flux agonist mode; activation, % at 2 µM; hit rate 0.53% among 340,000; AID 485358;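 active = activation over 3 SD above normal in the single-dose calcium agonist read, cut at about 30% in these data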; note: 0% is about no effect
#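 In this primary screen, compounds producing a positive calcium signal within 180 s of addition to tetracycline-induced, force-coupled HEK293 Trex D2 cells are flagged; cells are dye-loaded with a no-wash calcium kit beforehand.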
# TrxR1 inh – blocks rat thioredoxin reductase 1. O89049. recombinant rTrxR1, NADPH fluorescence consumption, selenite substrate. Potency, µM (top dose mostly 114 µM), inactives show top-dose activity change, negative = inhibition, hits mostly inhibitors. hit rate 1% among 390,000. AID 588453; note: potency is the fitted concentration of half-maximal effect; % is set by controls: 0 for no effect and ±100 for the full control effect; nearly all actives have a fitted effect of over 65% in size
#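 Rat TrxR1 (90 nM in the dispensed reagent) was pre-reduced with 400 uM NADPH for 5 min at room temperature, then incubated with compound for 15 min. After 400 uM selenite was added, NADPH fluorescence (Ex 340/Em 450 nm) was followed for 8 min.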
# USP1-UAF1 inh – USP1/UAF1 (human) deubiquitinase inhibition | recombinant USP1/UAF1, Ub-Rhodamine cleavage fluorescence | Potency, µM (titrated, usually from 57.1 µM), without a hit: at the top dose activity change, negative = inhibition, hits mostly inhibitors | hit rate 0.23% among 390,000 | AID 743255; note: potency is the fitted concentration of half-maximal effect; % is set by controls: 0 for no effect and ±100 for the full control effect; nearly all actives have a fitted effect of over 60% in size; inactives centre near -12
# Target sequence (O94782 whole entry, looked up): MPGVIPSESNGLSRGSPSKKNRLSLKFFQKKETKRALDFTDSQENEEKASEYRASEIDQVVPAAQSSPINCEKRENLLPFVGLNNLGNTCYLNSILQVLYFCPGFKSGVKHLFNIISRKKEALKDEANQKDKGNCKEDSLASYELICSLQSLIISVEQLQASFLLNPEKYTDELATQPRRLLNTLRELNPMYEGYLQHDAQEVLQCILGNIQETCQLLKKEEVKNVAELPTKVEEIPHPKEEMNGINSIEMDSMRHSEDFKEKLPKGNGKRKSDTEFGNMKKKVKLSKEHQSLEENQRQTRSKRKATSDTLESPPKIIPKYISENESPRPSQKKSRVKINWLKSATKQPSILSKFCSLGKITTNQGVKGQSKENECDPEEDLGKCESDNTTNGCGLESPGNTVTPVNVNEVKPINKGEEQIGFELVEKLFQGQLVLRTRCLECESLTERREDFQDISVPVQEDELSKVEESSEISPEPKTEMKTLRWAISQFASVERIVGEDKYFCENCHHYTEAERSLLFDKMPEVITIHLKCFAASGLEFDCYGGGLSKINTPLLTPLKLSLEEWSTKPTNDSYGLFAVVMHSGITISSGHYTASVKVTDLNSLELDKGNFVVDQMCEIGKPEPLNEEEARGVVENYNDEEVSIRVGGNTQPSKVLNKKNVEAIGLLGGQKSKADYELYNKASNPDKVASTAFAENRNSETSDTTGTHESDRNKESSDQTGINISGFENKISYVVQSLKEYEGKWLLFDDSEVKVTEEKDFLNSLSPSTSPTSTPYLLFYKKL
#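 1 nM enzyme complex + cpd, 15 min RT; start with Ub-Rho 150nM final; kinetic fluorescence ex 480/em 540, 6 reads q60 s. Buffer 50mM HEPES pH 7.8, 0.5mM EDTA, 0.1 mg/ml BSA, 1mM TCEP, 0.01% Tween-20.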
# TRHR ag – activates the human TRH receptor; hit rate 0.18% among 360,000; activation, % at 2 µM; P34981; TRHR cells, calcium flux fluo-8, FDSS agonist mode; in the data active = activation above about 30%; note: 0% is about no effect
#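 Fluo-8-loaded TRHR cells; 10 s baseline, compound added, kinetic Ca2+ fluorescence read 1/s, agonist mode.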
# TRHR PAM – TRH receptor (human) allosteric enhancement | enhancement, % at 2 µM | P34981 | TRHR cells, fluo-8 calcium fluorescence, EC20 TRH enhancement | hit rate 0.66% among 360,000 | AID 493056; in the data active = enhancement above about 30%; note: 0% is about no effect
#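 Enhancer read-out: after compound pinning and an initial kinetic agonist-mode read, an EC20 of TRH (10 nM final) was injected and fluo-8 calcium signal (Ex 480/Em 530) followed at 1 s/cycle for 100 cycles in TRHR-expressing cells.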
# TrxR1 substrate – rat thioredoxin reductase 1 substrate activity; O89049; purified TrxR1 substrate turnover, NADPH consumption readout; Potency, µM (titrated, usually from 114 µM), inactives show at the highest dose activity change, negative = substrate turnover; hit rate 0.01% among 390,000; note: potency is the fitted concentration of half-maximal effect; % is set by controls: 0 for no effect and ±100 for the full control effect; nearly all actives have a fitted effect of over 50% in size
#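 Rat TrxR1, dispensed at 90 nM, was prereduced with 400 uM NADPH (final) for 5 min at ~22 deg C, then incubated with compound 15 min before 400 uM selenite. A first-read NADPH fluorescence drop versus no-compound background flagged substrates.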
# Starred values were filed as active, the others as inactive; ? = inconclusive; . = no result given; [ ] = remark or other dose. Unless noted, calls come from the whole dose curve; as a rule, active = well fitted inhibition curve with a large enough effect; inconclusive = small, poorly fitted or top-dose-only effect; inactive = no such curve, though single readings can be large or run the other way. Not all compounds are listed; count on the stated rates, not on these rows.
SMILES,Pin1 inhibitor,mIDH1 inhibitor,D2 antag,D2 agonist,TrxR1 inh,USP1-UAF1 inh,TRHR ag,TRHR PAM,TrxR1 substrate
COc1cc(C2C(C(=O)c3cccs3)=C(O)C(=O)N2CCN2CCOCC2)cc(OC)c1OC (stereo unspecified),2%,2%,-15,0.5,4%[57.1 µM],-8%,0.9,4,-1%[57.1 µM]
CC12CCC(C(=O)NCCCN3CCOCC3)(OC1=O)C2(C)C (stereo unspecified),0%,0%,6,0.5,7%,-11%,0.8,1,6%
C/C(=N/NC(=O)c1sc(NS(=O)(=O)c2ccc(C)cc2)nc1C)c1sc(N)nc1C,-13%,0%,-24,-0.3,16%[57.1 µM],1%,-0.3,0,-6%
Cc1ccccc1CNC(=O)C1CCCCN1S(=O)(=O)c1ccc(F)cc1 (stereo unspecified),-5%,-9%,.,-0.1,9%[57.1 µM],9%,-0.6,-1,5%[57.1 µM]
NNC(=O)Nc1cccc(C(F)(F)F)c1,-1%,0%,28,-0.7,25%,-24%,0.4,-9,6%
COc1ccc(C(CNC(=O)c2ccc(S(=O)(=O)N(C)C)cc2)N2CCCC2)cc1 (stereo unspecified),2%,2%,3,0.6,5%[57.1 µM],-1%,0.8,4,4%[57.1 µM]
CC1(C)Cc2c(c(-c3ccccc3)nc(N3CCCC3)c2C(N)=O)CO1,3%,-5%,17,-0.8,-6%,-4%,-0.2,-16,0%
COc1ccc(CSc2nnnn2Cc2ccccc2)cc1OC,-4%,20%,-21,-1.0,3%,-5%,-0.8,0,2%
O=C(NCCCn1ccnc1)c1sc2cccc(F)c2c1Cl,4%,3%,-12,0.4,5%,-7%,-0.8,1,6%
Cc1cccc2nc(Cn3c(=O)n(CCC(=O)NCc4ccco4)c(=O)c4ccccc43)cc(=O)n12,5%,3%,.,.,-11%,2%,.,.,1%
Cn1c(=NC(=O)c2cccc([N+](=O)[O-])c2)sc2ccccc21,1%,0%,-1,-0.2,24%[57.1 µM],?,-0.1,-1,4%[57.1 µM]
Cc1ccc(C)c(NC(=O)CSc2nc3nccnc3c(=O)n2CCc2c[nH]c3ccccc23)c1,3%,-5%,.,-0.2,23%[11.4 µM],16%,0.5,16,0%
COC(=O)C1CCN(C(=O)/C=C/c2ccccc2)CC1,-3%,7%,-6,0.2,26%,-11%,0.1,-11,11%
O=C(c1c(F)cccc1F)N(Cc1ccccn1)C1CCCC1,-1%,4%,-5,-0.6,16%,-1%,-1.6,9,7%
CC1Cc2cc(S(=O)(=O)N3CCN(c4ccccc4F)CC3)ccc2N1C(=O)C1CCC1 (stereo unspecified),13%,-17%,.,0.1,14%,-16%,0.0,1,2%
CC(=O)c1ccc(NC(=O)CSc2nc(-c3cccc(F)c3)nc3c2c(=O)n(C)c(=O)n3C)cc1,3%,0%,.,2.9,8%[57.1 µM],1%,0.8,-1,-4%[57.1 µM]
COc1ccc(CNC(=O)COc2cccnc2[N+](=O)[O-])cc1,-10%,15%,.,.,34%,-21%,0.8,-2,7%
Cc1nn(CCCC(=O)NCc2cccc(F)c2)c(=O)c2nn(-c3ccccc3)c(C)c12,-3%,4%,.,-1.1,24%,-10%,0.1,-2,9%
COC(=O)c1ccc(OCC2c3cc(OC)c(OC)cc3CCN2C(=O)Cc2ccc(OC)cc2)cc1 (stereo unspecified),9%,13%,.,0.9,10%[57.1 µM],-25%,0.1,-5,0%[57.1 µM]
COC(=O)c1c(-c2ccc(S(C)(=O)=O)cc2)sc2ccc(OC)cc12,-6%,13%,.,.,14%,-28%,.,.,1%
COC(=O)c1[nH]c2c(c1C)C(=O)CC(c1cc(OC)ccc1OC)C2 (stereo unspecified),14%,-3%,-27,1.1,14%,-22%,-0.3,4,2%
O=C(CCCC(=O)N1CCN(c2ccccc2F)CC1)c1ccccc1,-1%,-2%,-18,0.0,8%[57.1 µM],-14%,-0.7,-1,7%[57.1 µM]
COC(=O)c1sc(-c2ccc(Cl)cc2)cc1NC(=O)c1ccccc1C(=O)O,1%,-16%,4,-2.9,18%[57.1 µM],-19%,-0.9,-2,3%[57.1 µM]
COc1ccc(N2CC(c3nc(-c4cc(OC)c(OC)c(OC)c4)no3)CC2=O)cc1Cl (stereo unspecified),44%[activator],13%,.,-0.1,15%[57.1 µM],-24%,0.6,3,0%[57.1 µM]
Cc1ccc(-c2nc(N)n(C(=O)c3ccco3)n2)cc1,6%,-2%,-12,0.2,6%[57.1 µM],-3%,-0.2,-1,8%[57.1 µM]
COc1cc2c(cc1OC)CN(C(=O)c1sccc1C)CC2,-2%,1%,-2,1.4,9%[57.1 µM],-11%,0.2,17,7%[57.1 µM]
CC(C)Oc1ccc(S(=O)(=O)N(C(C)C)C(C)C)cn1,-2%,13%,-29,-0.1,13%,-4%,0.7,4,9%[57.1 µM]
CC(O)c1nc2ccccc2n1C/C=C/c1ccccc1 (stereo unspecified),0%,5%,2,-0.1,-9%,-20%,-0.9,5,-4%
Cc1ccc2ncnc(Nc3ccc(C)c(C)c3)c2c1,?,4%,3,-0.4,-13%[57.1 µM],-6%,0.0,12,1%[57.1 µM]
COc1ccc2[nH]c3c(N4CC(C)OC(C)C4)ncnc3c2c1 (stereo unspecified),-2%,14%,1,10,19%,-26%,0.0,-2,82%[activator]
C#CCOCCOCCOCCNc1nc(N2CCN(C(=O)[C@H](Cc3cc4ccccc4[nH]3)n3cc([C@@H](N)Cc4ccc(O)cc4)nn3)CC2)nc(N2CCN(C(=O)[C@H](Cc3cc4ccccc4[nH]3)n3cc([C@@H](N)CC(C)C)nn3)CC2)n1,21%,0%,-5,-0.2,-6%,-24%,-0.3,5,0%
COCCn1c(CN2CCN(c3ccccc3)CC2)nc2c1c(=O)n(C)c(=O)n2C,-1%,4%,.,.,-13%,-4%,.,.,-3%
COc1ccc(C(=O)NNC(=O)OC(C)(C)C)cc1,0%,-7%,-4,0.1,17%,-8%,0.2,-5,-1%
COc1ccc(OCC(=O)Nc2cc(S(=O)(=O)N3CCCCC3)ccc2OC)cc1,10%,1%,0,0.6,4%,-10%,0.2,-8,-4%
c1ccc2c(-c3[nH]ncc3CNCCCn3ncc4ccccc43)cccc2c1,6%,1%,-63,-1.2,?,-7%,2.0,5,-2%[57.1 µM]
CSc1nc(N)n2nc(-c3ccccc3)cc2n1,-12%,-8%,-3,-0.8,-2%,-20%,0.1,5,-6%
CC(C)(C)c1ccc(C(=O)c2c[nH]c(C(=O)NCc3cccs3)c2)cc1,24%,10%,10,-1.3,30%[57.1 µM],-16%,0.4,-10,5%[57.1 µM]
CCN1CCCC1CNS(=O)(=O)c1cc(Br)cc2c1N(C(=O)C1CC1)CC2 (stereo unspecified),1%,3%,11,0.1,-16%,-7%,0.1,5,-5%
CCN1C(=O)N[C@@H](c2cccc(F)c2)C(C(C)=O)=C1C,-4%,-1%,.,.,13%,15%,.,.,-4%
CC1CCC/C(=C\c2ccc(O)cc2)C1=O (stereo unspecified),20%,0%,.,.,-13%,-18%,.,.,-9%

# In a second layout: results already given
SMILES	Pin1 inhibitor	mIDH1 inhibitor	D2 antag	D2 agonist	TrxR1 inh	USP1-UAF1 inh	TRHR ag	TRHR PAM	TrxR1 substrate
COC(=O)c1[nH]c2c(c1C)C(=O)CC(c1cc(OC)ccc1OC)C2 (stereo unspecified)	14%	-3%	-27	1.1	14%	-22%	-0.3	4	2%
O=C(CCCC(=O)N1CCN(c2ccccc2F)CC1)c1ccccc1	-1%	-2%	-18	0.0	8%[57.1 µM]	-14%	-0.7	-1	7%[57.1 µM]
COC(=O)c1sc(-c2ccc(Cl)cc2)cc1NC(=O)c1ccccc1C(=O)O	1%	-16%	4	-2.9	18%[57.1 µM]	-19%	-0.9	-2	3%[57.1 µM]
COc1ccc(N2CC(c3nc(-c4cc(OC)c(OC)c(OC)c4)no3)CC2=O)cc1Cl (stereo unspecified)	44%[activator]	13%	.	-0.1	15%[57.1 µM]	-24%	0.6	3	0%[57.1 µM]
Cc1ccc(-c2nc(N)n(C(=O)c3ccco3)n2)cc1	6%	-2%	-12	0.2	6%[57.1 µM]	-3%	-0.2	-1	8%[57.1 µM]
COc1cc2c(cc1OC)CN(C(=O)c1sccc1C)CC2	-2%	1%	-2	1.4	9%[57.1 µM]	-11%	0.2	17	7%[57.1 µM]
CC(C)Oc1ccc(S(=O)(=O)N(C(C)C)C(C)C)cn1	-2%	13%	-29	-0.1	13%	-4%	0.7	4	9%[57.1 µM]
CC(O)c1nc2ccccc2n1C/C=C/c1ccccc1 (stereo unspecified)	0%	5%	2	-0.1	-9%	-20%	-0.9	5	-4%

# Next results:
SMILES,Pin1 inhibitor,mIDH1 inhibitor,D2 antag,D2 agonist,TrxR1 inh,USP1-UAF1 inh,TRHR ag,TRHR PAM,TrxR1 substrate
N#Cc1ccccc1CSC1=NCCS1,-7%,-1%,3,-0.4,9%[57.1 µM],-20%,-0.3,1,10%[57.1 µM]
Cc1ncoc1C(=O)Nc1nccs1,-7%,1%,25,-0.7,0%[57.1 µM],-11%,-0.9,2,5%[57.1 µM]
CCOC(=O)C1CN(S(=O)(=O)c2ccc(Cl)cc2)c2cc(S(=O)(=O)CC)ccc2O1 (stereo unspecified),4%,-8%,-14,0.1,22%,-11%,0.6,1,-1%
O=C(c1ccc([N+](=O)[O-])s1)N1CCN(c2ccc(C(F)(F)F)cn2)CC1,6%,4%,12,0.3,2%,-23%,-0.1,-3,1%
COc1ccc(Br)cc1/C=N/N1CCN(Cc2ccccc2)CC1,-1%,11%,-2,-0.2,12%,-24%,0.6,-12,-3%
COc1ccc(C(=O)NNC2=NS(=O)(=O)c3ccccc32)cc1OC,1%,-10%,-1,0.0,-1%,-22%,0.3,-6,-7%
CCOc1ccc(NC(=O)CN(C)C(=O)CC(NC(=O)c2ccccc2)c2ccccc2)cc1OCC (stereo unspecified),9%,-1%,-18,-0.4,9%,-20%,2.3,-2,0%
